# Shn3 inh set2 = inhibitors of Schnurri-3 3'UTR reporter in osteoblasts; Clone20 osteoblast Shn3 3'UTR firefly luciferase, 24 h; inhibition, % at 12.5 µM; hit rate 0.52% among 360,000; AID 588674;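 active = mean inhibition of at least 75% with every replicate also reaching 75%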;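 also: 0% = median of neutral control wells and 100% = pilot-screen positive control compound; some compounds past the cut are filed as inactive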
# CaV13 ICDI inh = Disruptors of the CACNA1D IQ motif to Ca2+-dependent inactivation inhibitor domain association, primary screening, Förster resonance energy transfer in intact living … | AID 743397 | HEK cells, CFP/YFP FRET ICDI-IQ, plate reader, 10 min; percent FRET-ratio fall versus neutral wells | hit rate 0.098% among 340,000 | inhibition, % at 12.3 µM;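 active = mean replicate inhibition of at least 30% and at least 1% of replicates passing that level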;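 also: 0% = median of the neutral control wells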
# NR2E3 ag-1 = activates human NR2E3 receptor | Q9Y5X4 | CHO-S Gal4-NCOR/VP16-NR2E3 two-hybrid, luciferase | inhibition of corepressor binding, % at 3.98 µM | hit rate 0.35% among 360,000 | AID 602229;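 active = inhibition above the mean of all tested compounds plus 3 SD, cut at about 70% in these data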;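 also: 0% = DMSO with NR2E3 transfected cells and 100% = cells lacking NR2E3 construct; higher means lower luciferase signal from less NR2E3 corepressor binding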
# Target sequence (Q9Y5X4 whole entry, looked up, the tested form may be a part): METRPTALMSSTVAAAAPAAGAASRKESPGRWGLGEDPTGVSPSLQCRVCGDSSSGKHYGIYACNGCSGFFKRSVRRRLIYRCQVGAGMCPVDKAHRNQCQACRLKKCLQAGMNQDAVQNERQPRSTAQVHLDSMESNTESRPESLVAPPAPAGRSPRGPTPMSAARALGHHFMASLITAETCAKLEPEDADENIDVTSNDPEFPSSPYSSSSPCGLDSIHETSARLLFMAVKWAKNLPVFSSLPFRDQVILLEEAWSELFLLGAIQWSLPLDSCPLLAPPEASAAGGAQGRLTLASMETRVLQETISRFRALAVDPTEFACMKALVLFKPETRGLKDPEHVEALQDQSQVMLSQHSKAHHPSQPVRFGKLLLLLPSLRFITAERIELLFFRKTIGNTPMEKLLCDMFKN
# HIF-2a block = blocks HIF-2a reporter activity | AID 624352 | hit rate 0.72% among 360,000 | inhibition, % at 18.8 µM | 786-0 RCC cells HIF-2a reporter, luciferase luminescence, overnight;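 active = inhibition of the luminescence signal of 40% or more relative to plate controls, in a single-dose primary screen at 18.75 µM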
# CF NFkB block = inhibitors of cystic fibrosis induced NF-kB | KKLEB NF-kB-GFP reporter, PAF-induced, GFP fluorescence overnight | inhibition, % at 5 µM | hit rate 0.86% among 360,000 | AID 588850;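 active = at least 50% inhibition at 5 µM, scaled per plate between neutral and stimulator controls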;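 also: PAF is a Pseudomonas aeruginosa culture filtrate used as stimulus; plate controls were PAF-stimulated DMSO wells for no effect and unstimulated DMSO wells for full effect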
# NR2E3 ag-2 = agonists of human nuclear receptor NR2E3; GST-NR2E3/biotin-RetCOR TR-FRET, 1536-well; inhibition of corepressor binding, % at 4.78 µM; hit rate 0.12% among 320,000; AID 2300;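 active = percent inhibition above the cutoff of mean plus 3 SD of all tested compounds, set per screening campaign, cut at about 20% in these data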;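 also: 0% = DMSO wells and 100% = biotin wells as full block of FRET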
#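 Material: NR2E3–RetCOR corepressor complex / Amount: 1.35 nM GST-NR2E3 / Medium: Tris pH 7.5 / Compound: single nominal compound dose of 4.8 µM / Incubation: 5 h at 4 °C / Technique: TR-FRET, Eu(K)-anti-GST donor, streptavidin-D2 acceptor, ex 340, em 617/671 nm / Read-out basis: percent loss of FRET ratio relative to control wells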
# PDI inh = blocks human protein disulfide isomerase activity | inhibition, % at 10 µM | hit rate 0.052% among 350,000 | PDI insulin aggregation turbidity, A650, 90 min | P07237;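 active = mean inhibition across replicates of 30% or more, whatever share of single replicates reach that level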;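 also: absorbance from insulin aggregation driven by PDI reduction with DTT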
# Target sequence (P07237 whole entry, looked up): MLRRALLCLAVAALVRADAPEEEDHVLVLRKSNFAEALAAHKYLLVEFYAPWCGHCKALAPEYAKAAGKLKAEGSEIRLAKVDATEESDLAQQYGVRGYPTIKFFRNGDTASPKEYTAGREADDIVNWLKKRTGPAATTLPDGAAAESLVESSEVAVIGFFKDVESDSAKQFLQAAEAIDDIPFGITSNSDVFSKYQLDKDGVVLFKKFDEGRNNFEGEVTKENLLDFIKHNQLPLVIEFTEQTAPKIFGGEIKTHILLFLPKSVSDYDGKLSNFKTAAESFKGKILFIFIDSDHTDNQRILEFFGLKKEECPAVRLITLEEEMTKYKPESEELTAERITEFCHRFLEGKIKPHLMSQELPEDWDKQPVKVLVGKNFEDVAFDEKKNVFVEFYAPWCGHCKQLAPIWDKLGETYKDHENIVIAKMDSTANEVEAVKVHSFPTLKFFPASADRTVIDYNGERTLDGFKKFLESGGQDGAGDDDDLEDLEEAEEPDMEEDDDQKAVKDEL
# MITF TRPM1 inh = inhibitors of MITF-driven TRPM1 promoter in melanoma cells; hit rate 0.83% among 330,000; AID 488899; SK-MEL-5 TRPM1 promoter luciferase, 24 h; inhibition, % at 12.5 µM;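 active = mean inhibition across replicates of 60% or more, whatever share of single replicates reaches that level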; also: values of inactives mirror those of a sister screen read the other way
# KKLEB cytotox = CF airway cell cytotoxicity counter-screen. hit rate 0.36% among 360,000. AID 602141. activity change (cytotoxicity), % at 5 µM. KKLEB CF airway cells viability, ATPlite luminescence, overnight; active compounds read low; cells stimulated with P. aeruginosa culture filtrate;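 active = corrected activity change at or below -50% at 5 µM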
# Peg3 promoter = inhibitors of Peg3 promoter; hit rate 1.7% among 360,000; HeLa PEG-Prom luciferase reporter, luminescence, overnight; AID 588405; inhibition, % at 20 µM;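 active = inhibition of at least 50% at 20 µM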
# Vif inh = inhibitors of HIV Vif | HEK293T cells, Vif self-association by quenched fluorescence, imaging, 24 h | inhibition, % at 7.49 µM | hit rate 0.35% among 340,000 | AID 602346; in the data active = inhibition above about 50%, passing the limit was not always enough; also: some results filed as inactive read as strong as hits
# An asterisk follows results filed as active; . = not tested or not shown. Random draw from the library (roughly 3.3% active in at least one column).
SMILES,Shn3 inh set2,CaV13 ICDI inh,NR2E3 ag-1,HIF-2a block,CF NFkB block,NR2E3 ag-2,PDI inh,MITF TRPM1 inh,KKLEB cytotox,Peg3 promoter,Vif inh
O=C(CN(C(=O)CCC(=O)Nc1nccs1)c1ccccc1F)NCc1ccc(F)cc1,-9,-7,-22,17,7,3,22,13,-16,5,-7
COc1ccc(C(=O)Nn2c(SCC(=O)NC3CCCCC3)nc3ccccc3c2=O)cc1,15,-5,-19,36,6,2,6,25,5,27,6
Cn1ccc(-c2cc(C(=O)O)c3ccccc3n2)n1,3,-7,-26,14,13,7,-9,2,-9,-1,17
N#Cc1c2ccc(OCC(N)=O)cc2n2ccccc12,11,77*,-35,4,-71,-6,3,-5,-14,1,50
Nc1ccc(Oc2ccc(N)c([N+](=O)[O-])c2)cc1[N+](=O)[O-],19,-12,-3,15,25,.,-18,.,-13,17,-2
CN(C)Cc1cc(O)c(CN(C)C)cc1O,7,-4,-49,16,4,0,3,0,9,5,12
COC(=O)c1ccc(N2C(=O)CC(N3CCN(C(=O)c4ccco4)CC3)C2=O)cc1 (configuration not stated),2,-7,20,30,-12,3,9,6,14,14,-3
COc1cc(/C=N/NC(=O)c2cc(-c3ccccc3Cl)nc3ccccc23)cc(OC)c1O,-6,-5,7,20,5,6,0,-3,-2,4,0
CCCCNC(=O)C1(C)CCCCN1C(=O)c1csnn1 (configuration not stated),4,-9,-1,14,-9,.,-3,.,4,-1,21
CN1C(=O)C(=O)/C(=C(/O)c2ccccc2)C1c1ccc([N+](=O)[O-])cc1 (configuration not stated),-10,-20,7,11,13,-2,1,-1,1,11,2
Cc1ccc(C(=O)NC2(C(F)(F)F)NC(=O)N(c3ccc(Cl)cc3)C2=O)cc1 (configuration not stated),-7,-2,-7,28,-21,-3,9,7,0,12,1
Cc1ccc(-n2c([S-])c(C(=O)NC(C)c3ccccc3)[n+]3ccccc23)cc1 (configuration not stated),-27,-6,-15,-5,2,1,-8,13,-6,-14,28
COC(=O)c1ccc2nc(NC(=O)CSCC(=O)OCC(=O)c3ccccc3)sc2c1,-8,2,-59,-64,4,1,-2,-1,8,-135,-11
CC(C)(C)c1csc(NC(=O)C2COc3ccccc3O2)n1 (configuration not stated),-79,.,-57,-228,-2,-1,0,-64,-4,-297,2
COC(c1ccccc1)c1c(-c2ccccc2)nn(C)c1Cl (configuration not stated),-7,-3,-13,18,19,-3,4,2,14,10,-5
CN(C)C(=O)c1ccc(N=Nc2c(O)c3ccccc3[nH]c2=O)cc1,-18,-8,-30,-137,-2,.,7,4,-7,-80,-18
CCCCn1c(N(CCOC(C)=O)C(C)=O)nc2ccccc21,-20,-8,-38,2,8,4,3,5,11,-5,-4
Cc1cc(N2CCC(C)CC2)c(F)cc1[N+](=O)[O-],10,-6,-10,-20,2,1,-2,-2,-6,17,-10
CC1CCC(CN2CCN=C2Nc2ccccc2)CC1 (configuration not stated),-43,-8,11,8,-24,2,3,-9,11,-22,-1
COc1ccccc1N1CCN(C(=O)CCNS(=O)(=O)c2cc(Br)cnc2N)CC1,7,-3,3,9,-7,-1,1,8,6,-18,-5

# Three of the compounds above, as tab-separated lines.
Compound	Shn3 inh set2	CaV13 ICDI inh	NR2E3 ag-1	HIF-2a block	CF NFkB block	NR2E3 ag-2	PDI inh	MITF TRPM1 inh	KKLEB cytotox	Peg3 promoter	Vif inh
Cc1ccc(-n2c([S-])c(C(=O)NC(C)c3ccccc3)[n+]3ccccc23)cc1 (configuration not stated)	-27	-6	-15	-5	2	1	-8	13	-6	-14	28
COC(=O)c1ccc2nc(NC(=O)CSCC(=O)OCC(=O)c3ccccc3)sc2c1	-8	2	-59	-64	4	1	-2	-1	8	-135	-11
CC(C)(C)c1csc(NC(=O)C2COc3ccccc3O2)n1 (configuration not stated)	-79	.	-57	-228	-2	-1	0	-64	-4	-297	2

# (list continues)
SMILES,Shn3 inh set2,CaV13 ICDI inh,NR2E3 ag-1,HIF-2a block,CF NFkB block,NR2E3 ag-2,PDI inh,MITF TRPM1 inh,KKLEB cytotox,Peg3 promoter,Vif inh
CC(=O)Nc1ccc(-c2ccnc3c2CC(C)(C(=O)NCc2ccc(F)c(F)c2)O3)cc1 (configuration not stated),-1,-6,-11,23,-24,.,9,.,-7,35,2
O=C(O)c1ccccc1C=NNc1ccccn1,-24,-6,-9,-14,-14,.,17,-1,12,-29,-6
C[C@H]1CN([C@@H](C)CO)C(=O)c2cc(Br)cnc2O[C@H]1CN(C)S(=O)(=O)c1cccs1,-6,-5,-24,10,-2,.,-6,.,-7,13,5
NC(=O)C1CCN(C(=O)CC2C(=O)NCCN2Cc2cccc(Oc3ccccc3)c2)CC1 (configuration not stated),9,-10,10,18,7,4,-1,9,4,-15,11
Cc1ccc(C)c(OCC(=O)Nc2ccncc2)c1,5,-6,-16,-18,-28,-1,-7,6,8,-2,-8
COc1ccc(N2CCN(c3nc4ccc(C)cn4c(=O)c3C=O)CC2)cc1,20,-5,-3,-19,4,1,22,-5,9,0,-27
COc1ccc(C(CC(=O)O)NS(=O)(=O)c2ccc3c(c2)NC(=O)CO3)cc1 (configuration not stated),9,-4,-22,12,0,1,-4,-10,5,9,0
Cc1cc(C)n2c(SCc3ccc(Cl)cc3Cl)nnc2n1,19,.,8,-6,9,1,-10,-9,-4,-19,-1
CC12CCC(=O)N1C(C(=O)Nc1ccccc1N1CCCC1)CS2 (configuration not stated),-17,-6,2,3,-3,.,-7,8,-6,9,1
CCOC(=O)C1(CCc2ccccc2)CCN(C(=O)C2CCCO2)CC1 (configuration not stated),-28,-4,-16,-77,-3,1,3,-13,4,-50,-3
COc1cccc(NC(=O)C2(C)CCN2C(C)C)c1OC (configuration not stated),-3,-4,-10,3,6,.,-4,.,5,-9,0
COc1ccc2[nH]c(=O)c(CN(Cc3cccnc3)C(=O)Nc3ccccc3)cc2c1,10,-2,-19,10,-16,0,1,0,3,13,3
CSc1cccc(NC(=O)CSc2ccc(C)cc2)c1,-1,-2,-2,-120,1,-2,-1,-18,-2,-73,-7
Nc1nc(SCC(=O)c2ccc(Br)s2)n[nH]1,13,-4,-12,13,-9,4,22,13,-2,11,3
CC(C)SCc1nc2ccccc2[nH]1,8,.,-14,-16,15,3,-6,2,0,-22,5
COc1ccc(C(CNC(=O)c2cccc(S(=O)(=O)NCc3ccccc3)c2)N2CCOCC2)cc1 (configuration not stated),9,-2,14,3,-8,0,-3,-4,-3,2,-7
CN(C)C(=O)Nc1ccc(F)cc1F,-6,.,4,7,3,1,-6,-1,6,5,8
CC(=O)Nc1ccc2c(c1)nc(CN1CCCC1)n2C,-33,-8,-17,-112,-23,2,-7,10,-10,-68,7
Cc1cccc(C)c1Nc1nnc(SC/C(O)=C(\C#N)c2nc3ccccc3[nH]2)s1,-7,-4,8,4,-24,0,-11,-2,8,12,-5
CSc1ccc(NC(=O)C2(C)CCN2C(=O)c2ccccc2CCc2ccccc2)cc1 (configuration not stated),5,-6,7,5,-9,.,2,.,6,13,8
Cc1cccc(OCC(=O)Nc2ccc3c(c2)nc(CCN2CCC(C)CC2)n3C)c1,64,-14,5,-3,12,0,-1,0,-10,-8,9
COc1ccc(-n2cccc2C=O)cc1OC,3,-6,11,6,-3,4,5,8,15,1,-1
O=C(Cn1cnc2ccccc2c1=O)N1CCN(Cc2ccc3c(c2)OCO3)CC1,0,-4,27,18,8,1,2,3,12,18,-18
Cn1c(=O)n(C)c2cc(S(=O)(=O)Nc3cc(Cl)ccc3O)ccc21,20,-5,16,14,10,4,-4,16,-8,28,-1
O=Cc1coc2ccc3ccccc3c2c1=O,1,10,-9,24,-21,0,1,21,3,9,19
CCOC(=O)c1c(C)[nH]c(C(=O)CN2CCN(CC)CC2)c1C,.,-1,-7,12,-3,-1,3,-1,7,0,4
CCOc1ccc(NC2=C(Cl)C(=O)N(Cc3ccccc3)C2=O)cc1,10,-8,-8,12,19,5,-6,7,0,16,-7
O[C@H]1C[C@H](c2ccccc2)N(Cc2cccs2)C[C@@H]1n1cc(-c2ccc(F)cc2)nn1,13,-3,-6,12,-4,.,9,.,-14,36,.
O=C(COC(=O)CCCN1C(=O)c2ccccc2C1=O)Nc1cc(Cl)cc(Cl)c1,-25,-9,-8,4,0,2,9,9,-6,-2,4
COc1ccc(OC)c(NC(=O)CCn2cccc2)c1,-11,.,-9,-2,7,-2,-2,5,6,2,0
COc1cccc(C(=O)NCCS(=O)(=O)NCCc2ccccc2)c1,-12,-12,-45,-127,-4,0,-6,-69,0,-138,9
O=C(NCc1ccccc1)N(Cc1cc2cc3c(cc2[nH]c1=O)OCCO3)CC1CCCO1 (configuration not stated),9,-5,-20,2,13,.,3,-15,1,14,11
O=C(Cn1cnnn1)OCC(=O)c1ccc(Cl)s1,-7,-4,-44,13,0,4,-1,-15,3,17,-3
CCOc1ccc(/C(CC)=N/NC(=O)C2(C)CC2(Br)Br)cc1 (configuration not stated),11,-3,-3,3,-4,-3,5,-7,-1,13,.
CC(=O)N1CCN(S(=O)(=O)c2cccc(C(=O)N(C)Cc3ccc(C)o3)c2)CC1,-1,-4,-3,9,14,.,-1,4,-20,15,1
S=c1[nH]nc(Cc2cccs2)n1-c1ccccc1Cl,3,0,13,10,-17,2,17,1,5,3,0
O=C(NCCCO)c1ccc(CSc2nc3ccccc3[nH]2)cc1,-1,-5,-20,-80,-6,0,-1,-12,5,-63,1
CCc1noc(C)c1C(=O)Nc1sc(C(=O)N(C)C)c(C)c1C(=O)OC,7,-4,-9,8,-5,4,4,10,-4,3,-1
CC(C)c1nnc(NC(=O)CCC(=O)NCCc2ccccc2)s1,-4,-2,7,5,-10,-1,0,2,5,-3,13
O=C(CSc1nnnn1C1CCCCC1)NCc1ccccc1,3,-8,-35,-4,24,-1,-8,4,-13,-4,15
Cc1c(NC(=O)C(C)OC(=O)/C=C/c2ccccc2)c(=O)n(-c2ccccc2)n1C (configuration not stated),5,2,14,8,1,1,0,7,6,-5,5
OCC1N=C(c2ccccn2)OC1c1ccccc1 (configuration not stated),-17,.,-9,5,14,0,-1,1,1,-1,-1
CCOC(=O)CNc1nc2ccccc2n2c(C)nnc12,6,-6,-10,-11,-7,7,-7,2,4,6,-2
CCOc1ccc(NC(=O)Nc2ccc3c(c2)N(C)C(=O)CS3)cc1,10,-3,-15,-10,17,1,-3,-11,9,3,-4
O=CNc1cc(-c2cccc(F)c2)cn2c(-c3ccc(F)c(Cl)c3)cnc12,-4,-5,-25,-13,-3,.,6,.,-9,26,-6
COc1ccc(OC)c(CN(CCN2CCOCC2)C(=O)Nc2cccc(Cl)c2)c1,1,-6,-10,22,4,-1,-3,3,-1,14,9

# Bioassay records from PubChem.
